Source: PubChem
Integrin act MD: qHTS for Activators of Integrin-Mediated Alleviation for Muscular Dystrophy; alpha7betagal myoblasts, beta-gal FDG fluorescence, 48 h; Potency, µM (doses to about 38.3 µM), without a hit: top-dose activation, usual class: activators; actives 0.064% (n = 350,000);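 note: potency is the fitted concentration of half-maximal effect; 100% = response of the positive control SU9516; nearly all actives have a fitted effect of over 60% in size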
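alpha7betagal+/- myoblasts (passage 13, 250/well) treated 48 h at 37C with compounds at 1:260 dilution of DMSO stock. Lysed, then beta-galactosidase activity read as FDG fluorescence (ex 480/em 540) after 30 min, with pre-read for autofluorescence.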
KCNH2 WT inh: qHTS for Inhibitors of KCHN2 3.1: Wildtype qHTS; activity change, % at 1.84 µM; U2OS, BacMam KCNH2, thallium flux FluxOr; active compounds read low; Voltage-gated inwardly rectifying potassium channel KCNH2 (Homo sapiens), Q12809; AID 720551, 2013; actives 0.37% (n = 340,000);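 active = maximum activity change below -70%; inconclusive = maximum activity change between -70% and -50%; inactive = maximum activity change above -50%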; note: % is set by controls: 0 for no effect and ±100 for the full control effect
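U2OS cells transduced with wild-type KCNH2 virus are loaded with FluxOr dye for 45 min, and thallium flux is measured in kinetic reads before and after stimulation buffer. Rate constants are normalized to DMSO controls.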
MLL CXXC-DNA inh: qHTS Fluorescence Polarization Assay for Inhibitors of MLL CXXC domain - DNA interaction | Histone-lysine N-methyltransferase 2A (Homo sapiens), Q03164 | MLL-CXXC / FITC-HOXA9 DNA fluorescence polarization | Potency, µM (titrated, usually from 115 µM), for inactives: at the highest dose activity change, negative = inhibition, most hits filed as inhibitors | actives 0.037% (n = 290,000) | AID 2662, 2010; active = well fitted inhibition curve with a large enough effect in the polarisation, with a control signal flat, not every such curve was filed as active; inconclusive = small, poorly fitted or top-dose-only effect, or effect the other way, or a change in a side signal; inactive = no such curve, though single readings can be large or run the other way; the % refers to the polarisation; note: potency is the fitted concentration of half-maximal effect
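Fluorescence polarization: 7 uM MLL-CXXC (stock) preincubated 5 min with compounds, then 50 nM fluorescein-HOX-A9 DNA (stock) added; 30 min ambient. Buffer 50 mM Tris-HCl pH 7.5, 50 mM NaCl, 1 mM DTT, 0.05% BSA.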
KCNH2 3.1 block: qHTS for Inhibitors of KCHN2 3.1: Mutant qHTS; actives 0.95% (n = 340,000); U2OS KCNH2 3.1, thallium flux FluxOr; active compounds read low; AID 720553, 2013; activity change, % (tested at about 1.8 µM);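 active = maximum activity change below -70%; inconclusive = maximum activity change from -70% to -50%; inactive = maximum activity change above -50%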;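 note: thallium influx rate constant from kinetic fluorescence after stimulation buffer; % is set by controls: 0 for no effect and ±100 for the full control effect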
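Normalized rate constant (relative to positive and negative DMSO controls) derived from a 2 min kinetic fluorescence read after stimulation; U2OS cells expressing the 3.1 isoform via virus at 1.77 x 10^8 /mL.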
FBPA coupling cs: qHTS Assay for Inhibitors of Fructose-1,6-bisphosphate Aldolase from Giardia Lamblia: Coupling assay counterscreen | actives 0.67% (n = 290,000) | AID 2472, 2010 | coupling enzyme system counterscreen, AmpLite Red fluorescence | activity change, negative = inhibition, % at 58.2 µM, hits read low; in the data active = activity change below about -30%; note: % is set by controls: 0 for no effect and ±100 for the full control effect
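Counterscreen of the coupled detection system alone, without aldolase: glyceraldehyde-3-phosphate coupling enzymes plus AmpLite Red readout. Compounds at 57.5 uM final, 10 min RT preincubation, 20 min RT reaction, fluorescence 525/598 nm.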
MBNL1 CUG block: qHTS Assay for Inhibitors of MBNL1-poly(CUG) RNA binding; Muscleblind-like protein 1 (Homo sapiens), Q9NR56; actives 0.036% (n = 280,000); Potency, µM (highest dose often 57.5 µM), for inactives: at the top dose activity change, negative = inhibition, actives largely listed as inhibitors; TR-FRET MBNL1-His/biotin-(CUG)12 binding, 665/545 ratio; active = well fitted inhibition curve with a large enough effect in the signal ratio, with a control signal flat, not every such curve was filed as active; inconclusive = small, poorly fitted or top-dose-only effect, or effect the other way, or a change in a side signal; inactive = no such curve, though single readings can be large or run the other way; the % refers to the signal ratio; note: potency is the fitted concentration of half-maximal effect; % is set by controls: 0 for no effect and ±100 for the full control effect
Target sequence (Q9NR56 whole entry, looked up): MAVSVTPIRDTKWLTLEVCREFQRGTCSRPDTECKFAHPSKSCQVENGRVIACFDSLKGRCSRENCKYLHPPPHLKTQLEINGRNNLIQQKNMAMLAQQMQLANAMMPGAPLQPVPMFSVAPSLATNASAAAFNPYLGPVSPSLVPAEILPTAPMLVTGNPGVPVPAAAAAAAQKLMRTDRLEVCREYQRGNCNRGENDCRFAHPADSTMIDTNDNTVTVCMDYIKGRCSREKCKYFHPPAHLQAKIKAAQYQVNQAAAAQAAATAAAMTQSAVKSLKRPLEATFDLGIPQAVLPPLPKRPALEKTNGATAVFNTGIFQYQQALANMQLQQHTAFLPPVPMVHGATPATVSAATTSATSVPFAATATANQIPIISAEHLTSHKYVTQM
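Inhibition of protein-RNA binding appears as loss of TR-FRET between terbium anti-His antibody on MBNL1-His and streptavidin-XL665 on biotin-(CUG)12. Activity is normalized to buffer-only and uninhibited-complex controls.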
TRPV1 agonist: HTS Assay for Compounds that Act as Agonists of the Vanilloid Receptor 1; activation, % at 8.33 µM; AID 540275, 2011; Transient receptor potential cation channel subfamily V member 1 (Homo sapiens), Q8NER1; TRPV1-expressing cells, Fluo-8 calcium influx, agonist mode; actives 0.19% (n = 320,000); in the data active = activation above about 80%; inconclusive = between about 30% and that limit; note: 0% is about no effect
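Cells expressing TRPV1 were dye-loaded with Fluo-8 and read kinetically: 10 s baseline, 3 min after compound (agonist portion), then 2 min after EC20 capsaicin (allosteric enhancer portion). Calcium-bound dye fluorescence at 480/520 nm.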
S-ASM inh: Inhibitors of Secretory Acid Sphingomyelinase (S-ASM): qHTS; Sphingomyelin phosphodiesterase (Homo sapiens), P17405; placental ASM, HMU-PC fluorogenic substrate, 60 min; Potency, µM (top dose mostly 57.5 µM), inactives show top-dose activity change, negative = inhibition, hits mostly inhibitors; actives 0.006% (n = 340,000); AID 504937, 2011; note: potency is the fitted concentration of half-maximal effect
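Human placenta-derived ASM preincubated with compound 10 min at room temperature, then reacted with 9 uM (final) fluorogenic HMU-PC substrate for 60 min at 37 C. Stop solution raises pH to 10; fluorescence read at Ex 386/Em 447 nm.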
GALK inhibitor: qHTS Assay for Inhibitors of Human Galactokinase (GALK); Potency, µM (titrated, usually from 57.5 µM), for the others: at the highest dose activity change, negative = inhibition, usual class: inhibitors; AID 1868, 2009; P51570; actives 0.007% (n = 270,000); Purified GALK, Kinase-Glo residual ATP luminescence; note: potency is the fitted concentration of half-maximal effect; % is set by controls: 0 for no effect and ±100 for the full control effect
Target sequence (P51570 whole entry, looked up): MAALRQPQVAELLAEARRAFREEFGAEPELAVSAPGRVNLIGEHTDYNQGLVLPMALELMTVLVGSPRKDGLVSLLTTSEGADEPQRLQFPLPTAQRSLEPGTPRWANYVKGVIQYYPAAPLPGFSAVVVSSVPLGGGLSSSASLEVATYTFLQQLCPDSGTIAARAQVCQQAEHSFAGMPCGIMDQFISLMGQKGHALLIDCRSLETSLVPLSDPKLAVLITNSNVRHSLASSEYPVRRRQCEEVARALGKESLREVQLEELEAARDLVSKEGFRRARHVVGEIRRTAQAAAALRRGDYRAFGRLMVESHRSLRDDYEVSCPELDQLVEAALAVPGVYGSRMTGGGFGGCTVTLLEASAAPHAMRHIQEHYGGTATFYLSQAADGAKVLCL
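Luminescence from leftover ATP (Ultra-Glo luciferase/luciferin) served as read-out after a 1 h room-temperature reaction of 5 nM GALK with 35 uM ATP and 100 uM galactose.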
AT treatment: qHTS Assay for Identifying a Potential Treatment of Ataxia-Telangiectasia. […] A-T fibroblasts, KAP-1 phosphorylation AlphaLISA; neocarzinostatin DNA damage 30 min before lysis. Potency, µM (doses to about 57.5 µM), inactives show top-dose activation, most hits filed as activators. actives 0.19% (n = 320,000); note: potency is the fitted concentration of half-maximal effect; % of control where 0% means no effect; nearly all actives have a fitted effect of over 45% in size
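ATM-like activity read as KAP-1 phosphorylation via AlphaLISA donor/acceptor antibody pairs after lysis and 6 hr at 25C. Cells were ATM-null patient fibroblasts ([…], hTERT), dosed 60 min, then exposed to the DSB inducer NCS for 30 min.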
* = called active by the depositor; ? = inconclusive; nt = not tested or not shown; [ ] = another dose, or the depositor's remark. Unless noted, calls come from the whole dose curve; as a rule, active = well fitted curve in the direction sought with a large enough effect; inconclusive = small, poorly fitted or top-dose-only effect, or another doubt; inactive = no such curve, though single readings can be large; an effect the other way counts as inactive or inconclusive.

1. CC(=O)Nc1nc(N)n(-c2ccccc2)n1
2. CCC(Sc1nc2cc(OC)c(OC)cc2c(=O)n1Cc1ccc(OC)cc1)C(=O)NCCOC (configuration not stated)
3. CCCCn1nnnc1SCC(=O)NNC(=O)c1ccco1
4. Cc1ccc(C(C(=O)NC2CCCC2)N2CCc3ccccc32)cc1 (configuration not stated)
5. N/C(=N\OC(=O)COc1ccc2ccccc2c1)c1ccncc1
6. CCCNS(=O)(=O)c1cc(Cl)ccc1OC
7. O=C(O)C(CC1CCCCC1)N1CCS(=O)(=O)CC1 (configuration not stated)
8. COc1ccc(NC(=O)c2sc(SCc3ccccc3)nc2N)cc1

entry no.,1,2,3,4,5,6,7,8
Integrin act MD,20%,0%,?,-4%,?,-5%,2%,-8%
KCNH2 WT inh,4,1,-2,-4,-29,-4,5,-3
MLL CXXC-DNA inh,0%,0%,-5%,4%,-2%,-6%,7%,0%
KCNH2 3.1 block,-13,-2,8,-9,12,5,0,5
FBPA coupling cs,-4,-2,-1,0,-5,-6,2,4
MBNL1 CUG block,-10%,0%,-14%,-6%,-15%,-14%,-6%,-2%
TRPV1 agonist,0,4,-1,?,15,-8,-2,-14
S-ASM inh,2%,-2%,-2%,1%,-1%,2%,2%,-5%
GALK inhibitor,2%,-2%,2%,1%,-4%,6%,7%,0%
AT treatment,nt,5%,3%,-3%,1%,8%,-3%,nt

9. O=c1sc2ccccc2c(N2CCCCC2)c1[N+](=O)[O-]
10. CC1CCCC(NC(=O)COC(=O)c2cc(S(=O)(=O)N3CCOCC3)ccc2F)C1C (configuration not stated)
11. CC/C(=N\Nc1nncc2ccccc12)c1ccc(F)cc1
12. Cc1ccc[n+](CC(=O)Nc2ccc(C)c(C)c2)c1
13. COc1ccccc1-c1ccc(SCc2ccccc2F)nn1
14. CC(C)C[C@@H]1NC(=O)[C@H](Cc2ccc(O)cc2)NC(=O)c2cc([N+](=O)[O-])cc(I)c2NCCC[C@@H](C(N)=O)NC1=O
15. CC1CC2OC(=O)C3(C)CCCC(C)(C23)C1(O)CCc1ccoc1 (configuration not stated)
16. CCNC(=S)NNC(=O)c1csc(C(C)C)c1

entry no.,9,10,11,12,13,14,15,16
Integrin act MD,25%,34%,16%,26%,-31%,15%,-25%,-30%
KCNH2 WT inh,6,9,0,-2,9,-7,3,-4
MLL CXXC-DNA inh,0%,nt,-14%,8%,31%[activator],37%[activator],-3%,-2%
KCNH2 3.1 block,17,15,9,7,-6,6,-1,4
FBPA coupling cs,-1,nt,1,5,-1,4,0,-1
MBNL1 CUG block,2%,nt,-2%,0%,nt,3%,0%,?
TRPV1 agonist,4,6,-1,3,1,-7,9,3
S-ASM inh,2%,-2%,-13%,0%,-1%,1%,2%,1%
GALK inhibitor,0%,nt,5%,0%,9%,nt,5%,0%
AT treatment,7%,-15%,8%,2%,9%,1%,3%,nt

One compound at a time, from the list above. Screens in order: Integrin act MD	KCNH2 WT inh	MLL CXXC-DNA inh	KCNH2 3.1 block	FBPA coupling cs	MBNL1 CUG block	TRPV1 agonist	S-ASM inh	GALK inhibitor	AT treatment
CC/C(=N\Nc1nncc2ccccc12)c1ccc(F)cc1 as listed: 16%	0	-14%	9	1	-2%	-1	-13%	5%	8%
CCNC(=S)NNC(=O)c1csc(C(C)C)c1 as listed: -30%	-4	-2%	4	-1	?	3	1%	0%	nt

(next part)
17. Cc1oc(-c2ccc(Cl)cc2)nc1CN1CCCC(C(=O)NC2CC2)C1 (configuration not stated)
18. Cc1ccc(C(=O)CCCn2nnc(-c3cccnc3)n2)cc1C
19. Cc1cc(C)n(CC(O)Cn2c3ccccc3c3ccccc32)n1 (configuration not stated)
20. CCOC(=O)N1CCN(C(=O)CN(c2cc(C(F)(F)F)ccc2Cl)S(C)(=O)=O)CC1
21. COc1ccc(C(=O)NC(C)c2ccc(-n3ccnc3)cc2)c(OC)c1OC (configuration not stated)
22. O=C(N/N=C\c1cccc(F)c1)c1ccc(Cn2cc(Br)c([N+](=O)[O-])n2)o1
23. CCC(c1nnnn1Cc1ccc2c(c1)OCO2)N1CCN(c2ccc(F)cc2)CC1 (configuration not stated)
24. CCN(CCC(=O)O)c1ccccc1

entry no.,17,18,19,20,21,22,23,24
Integrin act MD,10%,-25%,15%,5%,3%,0%,0%,4%
KCNH2 WT inh,11,-3,-7,0,7,-11,1,-3
MLL CXXC-DNA inh,2%,-4%,-12%,-1%,19%,3%,11%,-3%
KCNH2 3.1 block,-47,-2,-8,-3,nt,10,3,-3
FBPA coupling cs,1,2,-20,-1,nt,-8,-1,-6
MBNL1 CUG block,-2%,-5%,2%,-7%,?,?,1%,1%
TRPV1 agonist,8,7,-2,-1,0,?,1,-3
S-ASM inh,1%,-1%,-4%,-1%,2%,-5%,0%,3%
GALK inhibitor,-2%,0%,-2%,1%,-2%,10%,1%,2%
AT treatment,-4%,5%,24%,7%,14%,-3%,12%,4%

25. CC(C)Oc1cccc(C(=O)NC(=S)Nc2ccccc2)c1
26. Cc1ccc([C@@H]2[C@@H]3C(=O)N(c4ccccc4)C(=O)[C@@H]3[C@]3(C)C(=O)N(CC4CC4)CC(=O)N23)o1
27. O=C1Nc2ccccc2C1=Nc1ccc(Br)cc1
28. COc1ccc(CCC(=O)NNC(=S)NCc2ccc(F)cc2)cc1
29. CCOC(=O)C1(C(=O)OCC)NC(=O)CC1CC (configuration not stated)
30. CCCSc1nnc(Cn2c(=O)sc3ccccc32)n1-c1ccccc1
31. Cc1ccc(OCC(=O)N2CCCCCCC2)cc1C
32. CC1(C)Cc2c(cnn2-c2ccc(F)cc2)C(NC(=O)CCn2cncn2)C1 (configuration not stated)

entry no.,25,26,27,28,29,30,31,32
Integrin act MD,-24%,-2%,?,17%,8%,-2%,-25%,-15%
KCNH2 WT inh,1,-6,0,1,-1,-1,-2,23
MLL CXXC-DNA inh,8%,-8%,7%,13%,nt,-2%,-9%,-1%
KCNH2 3.1 block,9,48,9,8,-11,0,2,-6
FBPA coupling cs,-3,-1,1,2,nt,-1,0,nt
MBNL1 CUG block,-5%,-1%,?,-1%,nt,1%,1%,-6%
TRPV1 agonist,2,-4,-3,7,nt,nt,10,0
S-ASM inh,-3%,3%,0%,2%,0%,3%,2%,3%
GALK inhibitor,2%,nt,-3%,1%,nt,3%,0%,7%
AT treatment,22%,1%,-3%,1%,nt,20%,2%,7%

33. CSc1ncccc1C(=O)OCC(=O)NCCC1=CCCCC1
34. COc1ccc(CN2CCSCC2)c(C)c1C
35. CC(C)C(=O)c1cn(CC(=O)NCc2ccco2)c2ccccc12
36. CCOC(Cn1cc(C)c(=O)[nH]c1=O)OCC
37. O=C(CCCOc1ccccc1)Nc1cc(S(=O)(=O)N2CCOCC2)ccc1N1CCOCC1
38. COc1ccc(S(=O)(=O)NCC2CCCN(Cc3ccc(OC)cc3F)C2)cc1 (configuration not stated)
39. CC(CNC(=O)Cn1cnc2c(OCc3ccccc3)ncnc21)c1ccccc1 (configuration not stated)

entry no.,33,34,35,36,37,38,39
Integrin act MD,9%,-9%,0%,0%,11%,?,-21%
KCNH2 WT inh,-2,-13,-7,-4,-3,56,3
MLL CXXC-DNA inh,nt,-3%,-5%,0%,nt,4%,nt
KCNH2 3.1 block,19,5,?,-1,8,-5,8
FBPA coupling cs,nt,0,0,7,nt,nt,nt
MBNL1 CUG block,nt,-1%,0%,-7%,nt,-6%,nt
TRPV1 agonist,22,-2,6,-2,12,-1,nt
S-ASM inh,-2%,-1%,2%,2%,0%,3%,1%
GALK inhibitor,nt,0%,-2%,8%,nt,3%,nt
AT treatment,1%,-6%,6%,5%,3%,-2%,5%

4 entries from above, sorted by their value in GALK inhibitor, low to high.
no.	Compound	GALK inhibitor
35	CC(C)C(=O)c1cn(CC(=O)NCc2ccco2)c2ccccc12	-2%
34	COc1ccc(CN2CCSCC2)c(C)c1C	0%
38	COc1ccc(S(=O)(=O)NCC2CCCN(Cc3ccc(OC)cc3F)C2)cc1 (configuration not stated)	3%
36	CCOC(Cn1cc(C)c(=O)[nH]c1=O)OCC	8%
